aGlu spleen mod: lysosomal alpha-glucosidase (human) modulation. P10253. human spleen homogenate, 4-MU-alpha-glucoside fluorescence. Potency, µM (doses to about 79.9 µM), for the others: at the highest dose activity change, negative = inhibition, usual class: inhibitors. 240,000 compounds, 0.006% hits. AID 2112;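 further: potency means the concentration at half of the fitted maximal effect; 0% = enzyme with vehicle and -100% = no enzyme basal signal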
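AC50 values come from Hill-equation fits of concentration-response data, normalized to no-enzyme and full-activity controls. Enzyme source: 1 ug human spleen homogenate; 1 mM fluorogenic 4-MU glucoside, pH 5.0 citrate buffer, 37 C, 40 min.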
HTT cytoprotect: cytoprotection in Huntington HTT-Q103 PC12 cell model. PC12 HTT-Q103 induced, cytoprotection, ATP luminescence, 40 h. Potency, µM (series often up to 56.4 µM), inactives show cytoprotection (ATP increase), actives largely listed as activators. 230,000 compounds, 0.14% hits;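 further: potency means the concentration at half of the fitted maximal effect; % of control where 0% means no effect; nearly all actives have a fitted effect of over 45% in size; toxic huntingtin expression switched on by the ecdysone agonist tebufenozide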
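PC12 cells stably carrying ecdysone-inducible Htt exon 1 (Q103)–GFP were induced with 100 nM tebufenozide (final) alongside library compounds in a dose series. Cytoprotection was scored as retained ATP by ATPlite luminescence.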
CBFb RUNX1 block: blocks binding between human CBF-beta and RUNX1 | 230,000 tested, under 10 active | Potency, µM (top dose mostly 59.8 µM), inactives show at the top dose activity, negative = inhibition, hits mostly inhibitors | Q01196+Q13951 | AID 1477 | AlphaScreen CBFb-His/RUNX1-biotin binding, biochemical; further: % of control where 0% means no effect
Target sequence (Q01196 whole entry, looked up): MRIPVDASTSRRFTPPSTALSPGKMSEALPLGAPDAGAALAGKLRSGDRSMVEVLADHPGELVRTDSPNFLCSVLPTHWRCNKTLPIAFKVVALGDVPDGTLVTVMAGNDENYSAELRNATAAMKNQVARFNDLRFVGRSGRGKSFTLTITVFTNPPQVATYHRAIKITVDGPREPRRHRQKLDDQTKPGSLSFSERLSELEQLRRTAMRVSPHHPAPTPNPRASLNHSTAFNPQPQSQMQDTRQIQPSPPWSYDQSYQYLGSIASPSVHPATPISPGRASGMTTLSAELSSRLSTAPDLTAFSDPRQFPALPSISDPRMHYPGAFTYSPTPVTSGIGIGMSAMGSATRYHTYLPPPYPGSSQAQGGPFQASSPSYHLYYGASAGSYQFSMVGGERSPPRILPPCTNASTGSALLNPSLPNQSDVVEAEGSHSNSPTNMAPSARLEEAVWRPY
Target sequence (Q13951 whole entry, looked up): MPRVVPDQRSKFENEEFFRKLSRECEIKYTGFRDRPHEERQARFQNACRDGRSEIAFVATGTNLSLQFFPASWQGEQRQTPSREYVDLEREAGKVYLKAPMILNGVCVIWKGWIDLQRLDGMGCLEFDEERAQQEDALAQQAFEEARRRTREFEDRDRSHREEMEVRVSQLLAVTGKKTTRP
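AlphaScreen proximity signal reports loss of binding between His-tagged CBF-beta and biotin-labelled RUNX1, each at 30 nM. Proteins are pre-associated for 20 minutes, compounds added for 15 minutes, then beads for 90 minutes, all at ambient temperature.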
HttQ103 aggreg: inhibitors of mutant huntingtin aggregate formation in PC12 cells | PC12 HttQ103-GFP aggregates, Acumen cytometry, 40 h | Potency, µM (series often up to 46.1 µM), inactives show at the top dose activity change, negative = inhibition, hits mostly inhibitors | 220,000 compounds, 1.1% hits | AID 1688; further: potency means the concentration at half of the fitted maximal effect; on the % scale 0 is the no-effect control and ±100 the full control effect; nearly all actives have a fitted effect of over 60% in size
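PC12 cells stably carrying ecdysone-inducible HTT exon 1 Q103–GFP were induced with tebufenozide (100 nM final) and treated with library compounds in titration. GFP aggregates in lysates were counted by laser scanning cytometry.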
Lamin A splicing: changes lamin A minigene splicing in HeLa cells; HeLa LMNA splicing GFP/RFP minigene ratio, 48 h; Potency, µM (top dose mostly 46.1 µM), for the others: at the top dose ratio change, negative = inhibition, hits mostly inhibitors; 200,000 compounds, 0.01% hits; AID 1487; active means well fitted inhibition curve with a large enough effect in the signal ratio, with a control signal flat, not every such curve was filed as active; inconclusive means small, poorly fitted or top-dose-only effect, or effect the other way, or a change in a side signal; the % refers to the signal ratio; further: potency means the concentration at half of the fitted maximal effect; on the % scale 0 is the no-effect control and ±100 the full control effect
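Read-out is the ratio of GFP to DsRed2 object intensity, acquired by 488 nm laser-scanning cytometry on HeLa lamin A-EGFP minigene reporter cells. Compound incubation 48 hrs at 37 °C in Opti-MEM with 2% FBS; DMSO 0.5% final.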
GAA glycogen mod: GAA glycogen-cleavage inhibition or activation | recombinant GAA, glycogen substrate, Amplex Red glucose oxidase fluorescence | 300,000 compounds, 0.38% hits | P10253 | Potency, µM (top dose mostly 76.4 µM), inactives show at the top dose activity change, negative = inhibition, usual class: inhibitors;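 further: potency means the concentration at half of the fitted maximal effect; 0% = full enzyme reaction and -100% = no-enzyme basal signal; the screen sought inhibitors and activators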
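Natural-substrate format: glycogen cleavage by 4 nM human enzyme, glucose read by Amplex Red coupling (Ex 573, Em 610 nm). Normalized to enzyme and no-enzyme controls.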
GAA inhib: alpha-glucosidase (human) inhibition; P10253; purified human GAA, 4-MU-alpha-glucoside fluorescence; Potency, µM (top dose mostly 76.9 µM), inactives show at the highest dose activity change, negative = inhibition, actives largely listed as inhibitors; 200,000 compounds, 0.005% hits;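 further: potency means the concentration at half of the fitted maximal effect; plate controls were uninhibited enzyme wells for no effect and no-enzyme background for full effect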
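Enzyme (4 nM final) mixed with compound (up to 77 uM), then 4-MU-alpha-D-pyranoside (400 uM final) added; 20 min at room temperature, pH 5.0. Reaction stopped at pH 10, fluorescence read, AC50 derived by Hill fit.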
Numbers without * were called inactive; ? = inconclusive; nt = no result given; & = joins results of further samples; [ ] = remark or other dose. Unless noted, the call rests on the fitted dose curve; in most records, active means well fitted curve in the direction sought with a large enough effect; inconclusive means small, poorly fitted or top-dose-only effect, or another doubt; inactive means no such curve, though single readings can be large; an effect the other way counts as inactive or inconclusive.

1	C/C(=N\NC(=O)CSc1nc(C)[nH]c1[N+](=O)[O-])c1ccc(F)cc1
2	COC(=O)[C@@]1(Cc2ccc(F)cc2)[C@H]2c3cc(C(=O)N(C)C)n(CCF)c3C[C@H]2CN1C(=O)c1ccccc1
3	COc1ccc(N2C(=O)CC(Nc3ccc(C)cc3)C2=O)cc1 (stereo not drawn)
4	COC(=O)c1ccc(COc2ccccc2/C=C(\C#N)C(=O)Nc2ccc(C)cc2C)cc1
5	O=C(C1CCCCC1)N(Cc1nc2sc3c(c2c(=O)[nH]1)CCCC3)Cc1cccs1
6	CCN(CC)CCCN1C(=O)c2oc3ccccc3c(=O)c2C1c1cc(OC)ccc1OC (stereo not drawn)
7	O=C(Cc1cccc(C(F)(F)F)c1)NCC(c1ccco1)N1CCCCC1 (stereo not drawn)
8	CCCCCOCC1CC(C/C(C)=N/Nc2nc(-c3ccccc3)cs2)C(=O)O1 (stereo not drawn)
Compound	1	2	3	4	5	6	7	8
aGlu spleen mod	5%	-5%	-4%	-6%	-7%	-8%	-5%	0%
HTT cytoprotect	-23%[10 µM]	?	2%	-48%[10 µM]	2%[10 µM]	7%	-34%[inhibitor]	-11%
CBFb RUNX1 block	-4%	-2%	1%	-6%	-9%	2%	-3%	-5%
HttQ103 aggreg	-12%[9.22 µM]	nt	8%[9.22 µM]	-4%	?	-12%	17%	-4%
Lamin A splicing	nt	nt	0%	-9%	1%	0%	0%[46 µM]	4%
GAA glycogen mod	-4%	nt	-18%	8%	-7%	-5%	6%	?
GAA inhib	-13%[15.4 µM]	nt	1%	9%	?	-3%	-5%	-4%

9	O=C(Nc1ccc2c(c1)C(=O)N(c1ccccc1)C2=O)c1cccs1
10	COC(=O)Cc1sc(-c2ccccn2)nc1-c1ccccc1
11	O=C(NCCc1ccc2c(c1)OCCO2)c1ccc(F)cc1
12	O=C1NC(c2cccc(Cl)c2)Nc2ccccc21 (stereo not drawn)
13	Cc1cc(C)c(S(=O)(=O)Cc2ccccc2)c(=O)[nH]1
14	O=C(CSc1nc2ccccc2s1)NCCOc1ccccc1
15	COc1cc(C2NC(=O)NC(C)=C2C(=O)OC2CCCCC2)cc(Br)c1O (stereo not drawn)
16	Cc1cc([N+](=O)[O-])nn1CC(=O)N1CCOCC1
Compound	9	10	11	12	13	14	15	16
aGlu spleen mod	-2%	nt	-9%	-3%	-4%	-8%	0%	7%
HTT cytoprotect	4%[10 µM]	1µM*	11%[10 µM]	2%[10 µM]	23%	17%[10 µM]	-1%	nt
CBFb RUNX1 block	0%	22%	-10%	-4%	8%	8%	-5%	0%
HttQ103 aggreg	12%[9.22 µM]	-5%	7%	19%[9.22 µM]	16%	27%	13%	22%
Lamin A splicing	19%[46 µM]	nt	?	12%[46 µM]	nt	3%	-15%	nt
GAA glycogen mod	9%	-4%	0%	?	1%	-4%	-9%	4%
GAA inhib	14%	-12%	-3%	?	4%	-6%	-19%[15.4 µM]	2%

17	CCn1c2ccccc2c2cc(NC(=O)CSc3nnc(C4CC4)n3Cc3ccco3)ccc21
18	CC1=CC2=NC(=O)/C(=C/c3cccs3)C(=N)N2O1
19	O=C(c1ccccc1NS(=O)(=O)c1cccc(C(F)(F)F)c1)N1CCc2ccccc21
20	CC1(C)COC(c2ccc(F)c([N+](=O)[O-])c2)=N1
21	CS(=O)(=O)N1CC(C(=O)NN)Oc2ccc(Cl)cc21 (stereo not drawn)
22	COc1ccccc1/C=N/NC(=O)C(=O)Nc1ccccc1OC(F)(F)C(F)F
23	CS(=O)(=O)N1CCN(c2ccc(NC(=S)NC(=O)c3ccccc3[N+](=O)[O-])cc2)CC1
24	O=C(NCCc1nc2ccccc2[nH]1)/C(=C/c1ccco1)NC(=O)c1ccco1
Compound	17	18	19	20	21	22	23	24
aGlu spleen mod	4%	-5%	6%	4%	-6%	-6%	-6%	0%
HTT cytoprotect	5%[10 µM]	-1%[10 µM]	6%[10 µM]	17%[10 µM]	0%	1%[10 µM]	-3%	6%[10 µM]
CBFb RUNX1 block	16%	-1%	0%	4%	4%	6%	8%	3%
HttQ103 aggreg	-28%	6%[9.22 µM]	21%	35µM*	-2%	-5%	-13%	-2%
Lamin A splicing	?	nt	?	?	0%	-13%	nt	4%
GAA glycogen mod	-8%	5%	4%	-4%	-2%	12%	10%	3%
GAA inhib	-8%	nt	-8%	0%	-9%	-3%	2%	-3%

In a second layout: results already given
# | SMILES | aGlu spleen mod | HTT cytoprotect | CBFb RUNX1 block | HttQ103 aggreg | Lamin A splicing | GAA glycogen mod | GAA inhib
19 | O=C(c1ccccc1NS(=O)(=O)c1cccc(C(F)(F)F)c1)N1CCc2ccccc21 | 6% | 6%[10 µM] | 0% | 21% | ? | 4% | -8%
20 | CC1(C)COC(c2ccc(F)c([N+](=O)[O-])c2)=N1 | 4% | 17%[10 µM] | 4% | 35µM* | ? | -4% | 0%
21 | CS(=O)(=O)N1CC(C(=O)NN)Oc2ccc(Cl)cc21 (stereo not drawn) | -6% | 0% | 4% | -2% | 0% | -2% | -9%
22 | COc1ccccc1/C=N/NC(=O)C(=O)Nc1ccccc1OC(F)(F)C(F)F | -6% | 1%[10 µM] | 6% | -5% | -13% | 12% | -3%
23 | CS(=O)(=O)N1CCN(c2ccc(NC(=S)NC(=O)c3ccccc3[N+](=O)[O-])cc2)CC1 | -6% | -3% | 8% | -13% | nt | 10% | 2%

Following part.
25	Cc1cc2ccccc2c(=O)n1CC(=O)NCC(=O)N(C)Cc1ccccc1
26	CCNc1nc(CN2CCOCC2)nc2sc3c(c12)CCC3
27	COc1ccc(/C=N/Nc2cc(C)nc(N)n2)cc1
28	C1=C2C[N+]3(CCCC3)CC2Cc2ccc3ccccc3c21 (stereo not drawn)
29	C/C=C\C1=C(CO)[C@H](O)[C@H]2OC2[C@@H]1O (stereo partly drawn)
30	CCC(=O)NC1CCc2cccc(OC)c2C1 (stereo not drawn)
31	CN(C)CCCN1C(=O)C(=O)/C(=C(/O)c2ccccc2)C1c1ccccn1 (stereo not drawn)
32	CCC(=O)n1nc(-c2ccc(OC)cc2)nc1SC
Compound	25	26	27	28	29	30	31	32
aGlu spleen mod	0%	5%	-2%	5%	-1%[17.4 µM]	5%	8%	-4%
HTT cytoprotect	10%	13%	42%[10 µM]	-6%	-21%[10 µM]	-29%	-10%	-4%[10 µM]
CBFb RUNX1 block	3%	-2%	?	4%	12%[13.1 µM]	?	2%	13%
HttQ103 aggreg	-20%	29%	13%	-11%	nt	nt	-15%	-4%
Lamin A splicing	-12%	-11%	-6%	-10%	nt	nt	1%	0%
GAA glycogen mod	-2%	0%	-4%	3%	nt	nt	17%	5%
GAA inhib	-5%	2%	-2%	0%	nt	nt	-4%	-17%

33	O=C(COC(=O)CN1C(=O)C2CCCCC2C1=O)Nc1ccc(S(=O)(=O)N2CCOCC2)cc1 (stereo not drawn)
34	CC1(c2nnc(-c3ccc(Cl)cc3)o2)CC(c2ccc(Cl)cc2)=NO1 (stereo not drawn)
35	O=C(NNC(=O)C1CC(c2cccnc2)=NO1)Nc1cccc(F)c1 (stereo not drawn)
36	Cc1ccc(C)c(S(=O)(=O)N/N=C/c2ccc(N3CCOCC3)cc2)c1
37	CCCCOC(=O)c1ccc(NC(=O)c2ccoc2C)cc1
38	O=C(Nc1nc2ccccc2s1)C1CCCO1 (stereo not drawn)
39	O=C(Nc1cccc(-c2csc(Nc3cccc(C(F)(F)F)c3)n2)c1)c1cc([N+](=O)[O-])cc(C(F)(F)F)c1
40	CC(=O)c1cccc(NC(=O)c2csc3c2CCCCC3)c1
Compound	33	34	35	36	37	38	39	40
aGlu spleen mod	-9%	0%	1%	2%	-1%	-5%	-5%	-12%
HTT cytoprotect	9%[10 µM]	-8%[10 µM]	0%	6%[10 µM]	-15%	-21%[10 µM]	13%[10 µM]	-7%
CBFb RUNX1 block	8%	-5%	1%	3%	12%	-3%	2%	3%
HttQ103 aggreg	-2%	18%[9.22 µM]	22%	12%[9.22 µM]	?	-4%	-33%[9.22 µM]	-16%
Lamin A splicing	-11%	nt	20%	nt	-2%	0%	nt	nt
GAA glycogen mod	7%	-7%	-1%	?	-2%	-8%	-11%	-11%
GAA inhib	-9%	nt	-10%	nt	-2%	-2%	nt	-1%

41	COc1cc(NC(=O)CSc2nnc(Cn3nnc4ccccc43)n2C)cc(OC)c1
42	CCOc1ccc(OCCSc2nnnn2-c2ccccc2)cc1
43	Cc1cc(C(F)F)n2nc(C(=O)Nc3cccc(C(F)(F)F)c3)nc2n1
44	Cc1ccc(NC(=O)C2CCN(S(C)(=O)=O)CC2)cc1C
45	Cc1cc(C(=O)Nc2ccc(S(=O)(=O)Nc3nccs3)cc2)c(C)o1
46	CC(=O)C(/C=N/c1ncc(C(F)(F)F)cc1Cl)=C(\C)O
47	COc1cccc(C2NC(=O)NC(O)(C(F)(F)F)C2C(=O)c2cccnc2)c1OC (stereo not drawn)
48	COc1cc(O)c(/C=N/NC(=O)c2ccncc2)c(OC)c1[N+](=O)[O-]
49	CCN1C(=O)/C(=c2\s/c(=C3\Sc4ccccc4N3C)c(=O)n2C)N(C)C1=S
50	COc1ccc(NC2=CC(c3ccccc3)N(c3ccc(OC)cc3)C2=O)cc1 (stereo not drawn)
51	COc1cc(C(=O)OC(C)C(=O)NCC2CCCCC2)cc(NC(=O)c2ccco2)c1OC (stereo not drawn)
Compound	41	42	43	44	45	46	47	48	49	50	51
aGlu spleen mod	1%	-3%	-11%	6%	-5%	nt	-1%	-1%	-2%	1%&-1%	-4%
HTT cytoprotect	21%[10 µM]	-16%	13%	-20%	-15%	-1%	-7%	?	51%[10 µM]	-15%	-13%
CBFb RUNX1 block	2%	29%	6%	2%	-1%	19%	5%	?	-3%	-3%&-19%	2%
HttQ103 aggreg	10%	-10%	-8%	5%	11%	0%	-18%	12%	24%[9.22 µM]	18%[9.22 µM]	16%
Lamin A splicing	-10%	?	-6%	9%	-1%	nt	4%	-5%[46 µM]	?	nt	6%[0.0737 µM]
GAA glycogen mod	2%	-6%	2%	0%	6%	6%	-4%	4%	19%	-20%	-3%
GAA inhib	-5%	-12%	-2%	-3%	-16%	10%	2%	-4%	?	nt	5%

Screens deposited in PubChem BioAssay by National Center for Advancing Translational Sciences (NCATS).
